Compound activity (PubChem)
IDE cell inh: inhibits human insulin-degrading enzyme in HEK cells; 320,000 compounds, 0.41% hits; FAbetaB cleavage, fluorescence polarization; inhibition, % at 5.59 µM; P14735;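 active = percent inhibition above the average of all tested compounds plus 3 SD, set per screening campaign, cut at about 16% in these data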;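 note: IDE supplied by intact live HEK cells; FP after avidin binding of uncleaved biotin substrate so inhibition keeps polarization high; 0% = DMSO wells and 100% = 60 µM reference IDE inhibitor Ii1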
PHOSPHO1 block: PHOSPHO1 (human) inhibition | Q8TCT1 | recombinant PHOSPHO1, absorbance phosphatase assay | inhibition, % at 13.3 µM | 290,000 compounds, 1.1% hits | AID 1565; in the data active = inhibition above about 60%
p-CIP stab down: p/CIP protein destabilization | Q05BA5 | F442A p/CIP-EGFP cells, EGFP fluorescence, 16 h | decrease of EGFP signal, % at 10 µM | 290,000 compounds, 0.01% hits | AID 1984;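 active = EGFP signal decrease of at least 30% at 10 µM or well 3 SD below plate mean, unless failing retest; inactive = the rest, including hits failing retest or dose response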; note: some compounds called inactive have numbers as strong as hits; many of its hits are not listed in these tables
VIM-2 inhibitor: blocks Pseudomonas aeruginosa VIM-2 metallo-beta-lactamase | purified VIM-2, nitrocefin hydrolysis, epi-absorbance fluorescence | inhibition, % at 5.6 µM | 290,000 compounds, 0.89% hits;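 active = inhibition above the mean of all tested compounds plus 3 SD, cutoff set per screening run, cut at about 7.5% in these data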;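 note: red hydrolysis product quenches plate fluorescence so inhibitors raise well fluorescence; 0% = enzyme with DMSO and 100% = DMSO without enzyme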
IDE act: activators of human insulin-degrading enzyme in cells; P14735; HEK cells, FAbeta-B cleavage, fluorescence polarization; 0% vehicle, 100% cell-free pure enzyme wells; activation, % at 5.96 µM; 340,000 compounds, 0.073% hits; AID 493087;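 active = activation above the mean of all tested compounds plus 3 SD, set per screening campaign, cut at about 17% in these data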
M18AAP inhibitor: blocks P. falciparum M18 aspartyl aminopeptidase; 290,000 compounds, 1.2% hits; recombinant PfM18AAP, H-Glu-NHMec fluorogenic cleavage; inhibition, % at 7.35 µM;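 active = inhibition above the campaign mean inhibition over all tested compounds plus 3 SD, cut at about 28% in these data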;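 note: 0% = plate median of test compound wells and 100% = 2 mM ZnCl2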
GPR7 antagonist: antagonists of human GPR7 (neuropeptides B/W receptor 1). P48145. GPR7-expressing cells, fluorescence antagonist assay. inhibition, % at 4.4 µM. 290,000 compounds, 1.1% hits. AID 1861; in the data active = inhibition above about 16%, passing the limit was not always enough;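 note: cells stimulated with the agonist NPW; 0% = agonist with vehicle and 100% = vehicle without agonist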
IMP-1 inhibitor: inhibitors of Pseudomonas aeruginosa IMP-1 metallo-beta-lactamase. purified IMP-1, nitrocefin hydrolysis, epi-absorbance fluorescence. inhibition, % at 5.6 µM. 290,000 compounds, 0.45% hits;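 active = inhibition above the mean plus 3 SD of all compounds in the same screening run, cut at about 4.5% in these data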;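 note: 0% = IMP-1 with DMSO and 100% = DMSO wells lacking enzyme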
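System: Purified recombinant IMP-1 metallo-beta-lactamase enzyme | Measured by: Fluorescence quenching readout, ex 480/em 530 nm | Replication: Singlicate | Incubation: 15 min preincubation plus 25 min reaction at 25 °C | Evaluation: Percent inhibition from optical density relative to buffer-blank wells | Benchmarks: DMSO with and without IMP-1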
NALP1 inh: inhibitors of NALP1 inflammasome in yeast; S. cerevisiae NALP1/ASC/caspase-1 growth, X-gal OD620, 72 h; inhibition, % at 10 µM; 280,000 compounds, 0.61% hits; in the data active = inhibition mostly above about 24%, no sharp cut-off; inactive = mostly below about 32%; note: some compounds called inactive have numbers as strong as hits
Starred values were filed as active, the others as inactive; . = not tested or not shown.

SMILES	IDE cell inh	PHOSPHO1 block	p-CIP stab down	VIM-2 inhibitor	IDE act	M18AAP inhibitor	GPR7 antagonist	IMP-1 inhibitor	NALP1 inh
COc1cccc(NC(=S)N(CCN2CCCCC2)Cc2ccco2)c1	1	28	-2	0.1	2	-12	-10	-1.4	4
O=C1c2ccsc2SCCN1Cc1ccc(Cl)cc1	0	2	-3	0.1	-1	4	1	-1.7	-5
N#Cc1ccsc1NC(=O)COc1ccc(-c2nnco2)cc1	2	12	-2	-3.8	3	4	-1	-2.5	5
Cc1c(C#N)sc2nc(-c3ccccc3)nc(N3CCCC3)c12	2	20	2	-5.2	2	0	-6	-4.0	14
O=C(Nn1c(COc2ccccc2)nc2ccccc2c1=O)C(Cl)(Cl)Cl	.	36	-2	-2.0	2	7	-3	-2.6	12
COc1ccc(OC)c(NC(=O)NCCc2cccc(Cl)c2)c1	1	6	-12	-2.0	-3	3	-3	-3.4	14
Cc1ccc(N=Cc2c(O)n(-c3nccs3)c(=O)c3ccccc23)c(C)c1	2	-4	-10	-2.8	3	2	-9	-1.4	23
Cc1ccc(C(=O)NCCc2nnc3ccc(NCCCN4CCOCC4)nn23)cc1	6	53	-12	-2.6	4	-1	-15	-2.8	-7
COCc1cc(C)nc(OCC(=O)N/N=C/c2cc(C)n(-c3c(C)cccc3C)c2C)c1C#N	2	-7	4	-1.5	4	10	-8	-4.2	16
Cc1nc2ccccn2c1-c1csc(Nc2cccc(O)c2)n1	.	28	3	11*	0	38*	14	-3.4	2
O=C(NCc1ccccn1)c1ccc(OC2CCN(Cc3ccc(F)cc3F)CC2)cc1	3	18	-6	-2.8	3	4	-27	-2.0	26
COc1cc(C(F)(F)F)c(C(=O)N(C)Cc2cccc(Cl)c2)cn1	3	49	-1	-2.2	1	3	-8	-1.2	7
Nn1c(SCC(=O)N2CCCCCC2)nnc1-c1ccncc1	4	21	-1	2.0	-3	3	-3	2.5	-9
COc1cccc(-c2nc(-c3ccncc3)no2)c1	-3	31	7	-2.2	0	3	-10	-1.7	17
CCC(C)NC(=O)NC(=O)CSc1nnc(-c2ccccc2F)n1C1CC1 (stereo unspecified)	1	-2	-3	-1.6	-2	0	-3	-3.9	9
CC(CN)(NS(=O)(=O)c1ccccc1)c1ccccc1 (stereo unspecified)	.	40	7	1.0	4	0	-6	0.8	18
O=C(Nc1ccccc1Br)C(=O)N1CCCC1	6	-16	4	-2.5	1	0	-2	-2.1	33
COc1ccc(NC(=O)c2nnn(CC(=O)Nc3ccccc3OC)c2N)c(OC)c1	1	27	-6	0.8	4	-8	-6	-0.3	7
O=C(c1ccc(COc2ccc(F)cc2)o1)n1cccn1	-1	-18	-5	-3.0	5	6	-9	-1.5	11
CCCCSc1nc(O)c(C2OC(=O)c3c2ccc(OC)c3OC)c(=O)n1C (stereo unspecified)	1	1	-5	-2.0	0	5	-22	-1.4	.
COc1ccc(S(=O)(=O)N=Nc2c(O)[nH]c3ccccc23)cc1	4	3	4	-1.6	-5	4	-5	0.0	18
O=C(N/N=C/C(Br)=C/c1ccccc1)c1cnccn1	-7	32	-7	-0.9	2	2	8	-2.7	7
CN(C)/C=C1\N=C(c2cccnc2Oc2ccc(Cl)cc2)OC1=O	-1	16	15	-0.4	5	11	1	0.5	-5
CC(C)(C)n1nc2c(c1NC(=O)Cc1cccc3ccccc13)CS(=O)C2 (stereo unspecified)	-2	63*	-16	-4.1	0	-8	10	-0.5	-7
COc1cccc(CNC(=O)c2csc3c2CCCC3)c1	4	29	2	-3.7	-4	1	-3	-1.5	0
The list continues:
SMILES	IDE cell inh	PHOSPHO1 block	p-CIP stab down	VIM-2 inhibitor	IDE act	M18AAP inhibitor	GPR7 antagonist	IMP-1 inhibitor	NALP1 inh
CC(C)(CNc1ccc([N+](=O)[O-])cc1C#N)N1CCOCC1	5	58	-4	-3.3	6	7	-10	-4.8	-16
O=C(Nc1ccc(Br)cc1)c1ccccc1CC[N+](=O)[O-]	4	-22	-10	-0.3	4	-14	-7	-1.1	24
Cc1cnc(C(=O)OCc2ccc(Br)cc2)cn1	-2	45	-6	0.2	3	-10	2	-0.8	35
OCCCNc1nnc(-c2ccccc2)c2ccccc12	-4	42	-4	0.0	1	-2	-12	-0.2	12
CCc1ccc(NC(=O)Cn2cnc3c(=O)n(C)c(=O)n(C)c32)cc1	2	0	-5	-2.3	3	1	-9	-1.8	4
CCOC(=O)N1CCN(C(=O)CCCn2c(=S)[nH]c3ccc(Br)cc3c2=O)CC1	-2	59	-14	-6.3	-1	5	-7	-4.3	15
Cc1ccc(-c2noc(CCCC(=O)NC3CCCC3)n2)cc1	1	26	-6	-1.8	1	1	0	-2.4	-3
COc1ccc(S(=O)(=O)NCCSC(C)(C)C)cc1	11	22	2	-1.2	0	1	7	0.9	0
CCOC(=O)c1cnc2c(-c3ccccc3OC)c(C)nn2c1C	2	54	-4	-0.2	0	-4	-7	-2.5	11
C/C(=N\NC(=O)c1nn(C)cc1Br)c1cccc(NC(=O)C2CCCC2)c1	3	9	3	-6.7	3	5	-9	-4.5	17
O=C(COC(=O)C1CCN(S(=O)(=O)c2ccc3c(c2)OCCO3)CC1)Nc1cc(C(F)(F)F)ccc1Cl	-3	9	5	-2.1	-1	-2	-6	-3.2	34
O=S(=O)(c1cccc2nsnc12)N1CCN(C/C=C/c2ccccc2)CC1	3	-16	-1	-0.9	-5	-9	-6	-3.5	-17
CCCOc1ccc(-c2c(C(=O)N/N=C/c3ccncc3)nnn2-c2nonc2N)cc1	1	22	2	-0.9	6	3	2	-4.2	20
CC(C)(C)c1ccc(C(=O)NC(=S)N2CCCCCC2)cc1	1	38	7	-1.6	-4	0	-10	-1.0	6
COCC1CCCN(Cc2cn(Cc3ccccc3)nc2-c2cc3ccccc3o2)C1 (stereo unspecified)	-7	40	-14	-1.8	-4	-3	3	-2.0	18
COC(=O)C1=C(C)N(Cc2ccccc2)C(=NCCc2ccccn2)N[C@H]1c1cccc(F)c1	1	-131	3	-4.2	4	-1	12	-3.7	19
COc1ccc(C)cc1NC(=O)C1CCCN(S(=O)(=O)c2cnc[nH]2)C1 (stereo unspecified)	2	3	1	-4.5	2	2	-9	-1.1	29
CCc1ccc(-c2nc(CN3CCC(C(=O)NCCN(CC)c4ccccc4)CC3)c(C)o2)cc1	0	31	-4	-2.6	2	2	-6	-3.7	-13
CC(C)n1c(SCC(=O)c2ccc3c(c2)OCCO3)nc2c1c(=O)n(C)c(=O)n2C	-1	23	-1	.	.	.	.	.	13
O=C(O)c1cc(S(=O)(=O)NCc2ccco2)c(Cl)cc1Cl	2	7	1	0.1	0	-6	-7	-0.4	-31
C(=N\Nc1nc2ccccc2[nH]1)/c1cccc2cccnc12	2	24	-10	-4.1	-1	15	-6	-2.7	-1
COc1cc([N+](=O)[O-])cc(/C=N/NC(=O)CSc2ccccn2)c1O	-2	47	-5	-2.1	4	2	3	-1.9	.
CCn1c(COc2cc(C)ccc2C(C)C)nnc1SCC(=O)Nc1nccs1	-1	-16	-19	-1.1	6	2	-7	-0.6	-2
CCOc1ccc(NC(=O)CN(C)C(=O)CCCOc2ccc(Cl)c(C)c2)cc1OCC	1	4	2	0.6	3	-3	-3	-1.1	2
O=S(=O)(c1ccccc1)N1CCN(C(=S)Nc2ccc(Br)cc2)CC1	.	-1	-3	-1.3	1	-3	2	-2.3	-2

Next section (2 carried over from the part before).
SMILES	IDE cell inh	PHOSPHO1 block	p-CIP stab down	VIM-2 inhibitor	IDE act	M18AAP inhibitor	GPR7 antagonist	IMP-1 inhibitor	NALP1 inh
CCOc1ccc(NC(=O)CN(C)C(=O)CCCOc2ccc(Cl)c(C)c2)cc1OCC	1	4	2	0.6	3	-3	-3	-1.1	2
O=S(=O)(c1ccccc1)N1CCN(C(=S)Nc2ccc(Br)cc2)CC1	.	-1	-3	-1.3	1	-3	2	-2.3	-2
CN(C)c1ccc(/C=C2/SC(=O)N(CCN=C3NS(=O)(=O)c4ccccc43)C2=O)cc1	16	-4	-10	-3.3	-10	4	-1	-2.2	4
OCCN1CCN(CC#CCC(c2ccccc2)c2ccccc2)CC1	0	15	-6	-2.8	3	0	-7	-3.2	17
Cc1c(C(=O)OCC(=O)N2CC(=O)Nc3ccccc32)oc2ccccc12	1	-4	-1	-2.7	2	-4	0	-1.6	18
COc1ccccc1NC(=O)c1ccc(S(=O)(=O)N2CCOCC2)cc1	-1	-8	5	0.0	1	-5	-2	-1.6	-5
CC(=O)c1ccc(-n2nnnc2SCC(=O)N2CCc3ccccc3C2)cc1	.	-12	1	2.4	-4	10	29*	0.1	3
C=CCN1C(=O)N(c2ccc(Cl)cc2)C(=O)C1CC(=O)Nc1ccc(F)cc1 (stereo unspecified)	0	-9	5	-1.5	3	0	-11	-2.8	-19
CCOc1ccccc1-c1cc(C(=O)N/N=C/c2ccc(O)c(OC)c2)c2ccccc2n1	8	-24	-23	-2.4	1	8	-10	-3.9	-12
O=C(COC(=O)CCCCCN=C1NS(=O)(=O)c2ccccc21)Nc1ccc(Cl)c(Cl)c1	-13	0	-6	-2.7	-1	-13	-5	-1.4	33
CCOC(=O)Cc1ccc2sc(-c3ccccc3)nc2c1	-2	-7	6	-1.0	0	0	-11	-1.9	10
O=C(c1cccnc1NCc1ccc(F)cc1)N1CCOCC1	6	-15	2	-5.7	11	-1	-5	-2.3	0
CCOc1ccc(S(=O)(=O)N2CCC(C(=O)NC3CC3)CC2)cc1C	-3	26	3	-3.1	1	2	0	-2.4	5
CCC(=O)N/N=C/c1ccc(-c2ccc([N+](=O)[O-])cc2)o1	2	34	-11	0.6	6	-6	-4	-0.9	14
Cc1ccc(S(=O)(=O)N2CCC(C(=O)Nc3nnc(C)s3)CC2)cc1	-3	39	-6	-3.9	2	4	0	-3.1	1
COc1ccc(CCn2c(O)c(C=Nc3cccc(F)c3)c(=O)[nH]c2=O)cc1OC	2	24	-16	-1.8	.	4	-8	-0.3	4
Cc1cccc(NC(=O)C2(C)CC3c4ccccc4C2c2ccccc23)c1 (stereo unspecified)	2	12	-13	-1.9	3	-4	-7	-1.7	18
Cc1ccc(NC(=S)/N=C(\N)Nc2nc(C)c3ccccc3n2)cc1C	4	-35	-8	0.6	8	-7	-6	-2.2	10
Cc1cccc(NS(=O)(=O)c2ccc([N+](=O)[O-])cc2)n1	3	8	14	-1.3	-3	6	17	-1.1	3
CCN(CC)S(=O)(=O)c1ccc(OC)c(NC(=O)c2cc([N+](=O)[O-])ccc2Cl)c1	5	22	-11	-3.5	1	-1	-10	-0.3	4
COc1ccc2oc(C(=O)NCc3ccco3)c(C)c2c1	1	23	-17	-1.0	7	12	-5	-2.5	4
COc1ccc(NC(=O)CN(C)S(=O)(=O)c2cnc[nH]2)cc1Cl	3	-4	11	0.2	5	-3	-1	-0.3	-2
COc1ccc(NC(=O)CSc2nncc(=O)n2N)cc1OC	2	19	-42	-2.6	8	3	7	0.3	4
O=C(CN1CCN(c2ccccc2F)CC1)Nc1nnc(C(F)(F)F)s1	7	-31	-4	-3.0	-6	9	-2	-3.9	1
COc1cc(OC)cc(-c2nnc(SCC(=O)Nc3cc(C)on3)o2)c1	.	.	.	-3.5	.	16	-1	-1.9	.
COc1ccc(C2NC(=O)NC(C)=C2C(=O)OC2CCC(C)CC2)cc1 (stereo unspecified)	.	34	-1	-4.1	-12	-1	-27	-4.1	5
